# Assay outcomes as filed in PubChem.
# hcDAF-12 act = activators of H. contortus DAF-12 nuclear receptor; AID 652067; HEK293 hcDAF-12 lit1-tk-luc reporter, luminescence; 0% DMSO, 100% Δ7-dafachronic acid; activation, % at 6.8 µM; 1.4% of 370,000 active;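 active = activation above the mean of all tested compounds plus 3 SD, cut at about 5.5% in these data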;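 note: 100% = response to 3 µM Δ7-dafachronic acid high control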
# DAX1 inh-1 = inhibits human nuclear receptor DAX1. AID 504766. HEK293 Gal4-DAX1 luciferase reporter, luminescence. 0.99% of 340,000 active. inhibition, % at 6.75 µM;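 active = inhibition above the mean over all tested compounds plus 3 SD, cut at about 4.2% in these data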;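 note: 0% = DAX1-transfected cells with DMSO and 100% = empty-vector control cells with DMSO; inhibition shows as a rise in luminescence from relieved DAX1 repression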
# Target sequence (P51843 207-470 limits assumed): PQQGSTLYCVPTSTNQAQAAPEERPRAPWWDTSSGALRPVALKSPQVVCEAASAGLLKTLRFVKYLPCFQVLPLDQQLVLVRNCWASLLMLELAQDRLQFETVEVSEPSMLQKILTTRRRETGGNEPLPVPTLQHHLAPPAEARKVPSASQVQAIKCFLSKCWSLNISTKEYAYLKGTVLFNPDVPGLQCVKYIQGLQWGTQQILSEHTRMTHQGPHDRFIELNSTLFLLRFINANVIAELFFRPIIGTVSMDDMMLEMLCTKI
# FXN GAA850 act = increases GAA850 frataxin promoter reporter activity; HEK293 lucGAA850 FXN promoter luciferase reporter, 24 h; percent of 10 µM SAHA response; 0.56% of 360,000 active; activation, % at 6 µM; AID 540364;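 active = activation above the average of all compounds screened plus 3 SD, cutoff fixed separately per campaign, cut at about 7.5% in these data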;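 note: 0% = DMSO wells and 100% = 10 µM SAHA wells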
# ADAM17 inh = inhibitors of human ADAM17 | inhibition, % at 6.95 µM | 0.83% of 370,000 active | recombinant ADAM17, EDANS/DABCYL FRET peptide cleavage | AID 720648;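 active = inhibition above the mean of compounds lying between control limits plus 3 SD, set per campaign, cut at about 8.5% in these data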;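 note: 0% = DMSO-only wells as the low control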
# DAX1 inh-2 = DAX1 (NR0B1) inhibition, primary screen; inhibition, % at 6.8 µM; AID 652010; 1.1% of 370,000 active; HEK293T StAR-luciferase reporter, SF-1/DAX-1 repression relief;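 active = inhibition above the mean over all tested compounds plus 3 SD, cut at about 3.6% in these data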;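 note: 0% = DAX-1 cells with DMSO and 100% = cells lacking DAX-1 with DMSO; higher inhibition means more luminescence from relief of DAX-1 repression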
# hgDAF12 agonist = hgDAF-12 agonism, primary luciferase screen; HEK293 GAL4-hgDAF12 UAS-luciferase reporter, agonist luminescence; normalized to butyrate control; activation, % at 6.8 µM; 1.8% of 370,000 active;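 active = activation above a cutoff set at the mean of all screened compounds plus 3 SD, cut at about 10% in these data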;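 note: 0% = DMSO wells and 100% = sodium butyrate wells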
# ADAM10 inh = inhibits human ADAM10; O14672; recombinant ADAM10, EDANS/DABCYL FRET peptide cleavage, 3 h; inhibition, % at 7 µM; 0.62% of 370,000 active; AID 720582;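 active = inhibition above a per-campaign cutoff equal to the mean of compounds falling between control-based bounds plus 3 SD, cut at about 20% in these data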;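 note: 0% = DMSO wells while the 100% control is not disclosed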
# Target sequence (O14672 214-748 limits assumed): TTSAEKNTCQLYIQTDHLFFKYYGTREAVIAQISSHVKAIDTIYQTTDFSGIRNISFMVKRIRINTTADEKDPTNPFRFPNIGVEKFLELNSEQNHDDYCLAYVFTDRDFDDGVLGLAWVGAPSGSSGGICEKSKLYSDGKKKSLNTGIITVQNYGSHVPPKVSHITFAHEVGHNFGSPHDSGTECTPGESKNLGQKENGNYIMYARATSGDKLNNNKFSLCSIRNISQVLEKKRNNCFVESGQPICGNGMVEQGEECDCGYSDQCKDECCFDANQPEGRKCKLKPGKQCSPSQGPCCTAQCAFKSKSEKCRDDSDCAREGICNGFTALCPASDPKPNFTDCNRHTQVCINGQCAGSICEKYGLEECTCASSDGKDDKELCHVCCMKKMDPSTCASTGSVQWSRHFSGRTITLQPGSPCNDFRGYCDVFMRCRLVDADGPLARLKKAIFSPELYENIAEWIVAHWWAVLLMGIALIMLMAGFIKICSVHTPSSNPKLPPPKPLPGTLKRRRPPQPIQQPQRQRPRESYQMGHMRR
# SMARCA2 act = increases SMARCA2 function in MMTV reporter cells | MG213 cells, MMTV-luciferase reporter, dexamethasone, overnight | activation, % at 9.1 µM | 1% of 370,000 active; in the data active = activation above about 7.8%;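 note: 0% = vehicle wells and 100% = reference activator wells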
# ssDAF12 agonist = S. stercoralis DAF-12 activation, primary screen. HEK293 ssDAF-12/GRIP1 lit1-tk-luc reporter, luminescence; % of 3 µM dafachronic acid response. activation, % at 6.8 µM. 1% of 370,000 active. AID 652126;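 active = activation above the mean over all tested compounds plus 3 SD, cut at about 0.9% in these data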;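 note: 0% = DMSO-only wells and 100% = 3 µM delta7-dafachronic acid wells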
# PG9 binder = PG9 antibody binding by small molecule; inhibition, % at 6.7 µM; 0.43% of 360,000 active; TR-FRET gp120-PG9 antibody binding; in the data active = inhibition above about 8.5%
# NPR1 activator = GC-A (human) enzyme activation; P16066; HEK293 GC-A cells, cGMP TR-FRET, EC30 ANP; 0% at EC30 ANP, 100% saturating ANP; activation, % at 10 µM; 0.14% of 370,000 active; AID 1671463; in the data active = activation above about 40%
# Starred values were filed as active, the others as inactive; . = no result given.
SMILES	ssDAF12 agonist	NPR1 activator	FXN GAA850 act	ADAM10 inh	hgDAF12 agonist	PG9 binder	hcDAF-12 act	SMARCA2 act	ADAM17 inh	DAX1 inh-2	DAX1 inh-1
COCCNC(=O)C(c1ccccc1)N(Cc1cccs1)C(=O)Cn1nnc2ccccc21 (stereo not drawn)	-1.2	-15	0.6	6	1.4	0.3	-1.2	1	-2	-0.7	0.4
CCCCn1c(SCC(=O)NC2CCCC2)nc2ccccc2c1=O	-0.3	-1	1.4	-3	2.3	-1.7	-0.4	0	0	0.4	0.8
Cc1ccc(C)c(OCc2cc(C(=O)N3CCc4sccc4C3)no2)c1	-0.6	-2	1.2	-10	-2.2	-0.3	-0.8	-1	-3	-0.6	0.2
CN(Cc1ccccc1)C(=O)c1[nH]cnc1C(=O)Nc1ccc(Br)cc1F	-1.0	-4	-0.2	-1	0.9	0.0	-0.9	-5	0	-1.8	0.9
Cc1nn(CC(=O)Nc2ccc(Cl)cn2)c(C)c1Br	-0.8	1	2.3	-1	-2.8	2.0	-1.9	-2	-7	-0.4	-0.9
CCOC(=O)c1ccc(Nc2cc3ccccc3c(=O)[nH]2)cc1	-0.9	-4	1.1	-98	0.5	-1.6	-1.0	1	-28	-0.1	-0.4
Cc1nnc(NC(=O)C2CCCN(S(=O)(=O)c3ccccc3C(F)(F)F)C2)s1 (stereo not drawn)	-0.8	-1	1.5	-2	-3.5	2.6	-2.2	-4	-2	-0.2	-0.1
CCN(Cc1ccccc1)C(=O)C1CCN(C/C(C)=C/c2ccccc2)CC1	-0.8	5	1.4	-9	-1.7	0.1	-2.5	-2	-3	-0.7	-1.4
O=C(Nc1ccc(C(=O)N2CCCCC2)cc1)C1=CSCCO1	0.9	-2	3.2	-3	5.4	-2.6	1.1	0	-2	6.2*	3.4
Cc1cc(C)n(-c2nc3ccccc3c(=O)n2OCC(=O)N(C)C)n1	-0.6	2	1.3	-1	-0.1	0.7	-0.3	0	-4	-0.1	0.2
Cc1cc(C(=O)CSc2nc3ccccc3o2)c(C)n1CC1CCCO1 (stereo not drawn)	-1.5	2	-5.9	12	4.1	0.0	-1.3	0	-1	-0.4	1.8
CC1CCC(NC(=O)COC(=O)c2n[nH]c(=O)c3ccccc23)CC1 (stereo not drawn)	-1.0	-5	0.6	6	-2.0	-0.7	-1.8	3	0	1.1	-0.1
CCOc1ccc(-n2c(=O)c3sccc3n(CC(=O)Nc3cccc(OC)c3)c2=O)cc1	-1.3	-5	0.2	-10	-3.4	24*	-1.4	-1	-5	-0.1	-0.1
C=CCNc1nc(Cl)nc(NCc2ccco2)n1	-1.3	0	1.8	-4	3.2	-0.4	-1.1	2	-3	0.2	0.0
N#Cc1c(N2CCOCC2)nsc1-c1ccc(C(F)(F)F)cc1	0.3	3	2.8	1	2.2	4.7	5.3	-1	-1	1.1	.
C=CCn1c(SCC(=O)Nc2ccccc2C)nc(O)cc1=O	-0.1	7	1.7	-3	0.0	-0.2	0.5	-1	-2	-1.1	0.4
CC(NC(=S)Nc1c(Cl)cccc1OC(F)F)C(C)(C)C (stereo not drawn)	-1.2	1	2.1	1	2.0	-0.6	-0.5	0	1	0.1	0.5
COC(=O)[C@]12CCCCC=C1N(Cc1ccc(OC)cc1)C(=O)[C@@H]2CC(=O)N1CCCC1	-1.6	2	.	-5	-3.1	.	-1.1	-4	-5	-0.9	.
CCOc1ccc(CNC(=O)C2CCN(S(=O)(=O)N3CCCC3)CC2)cc1OC	-0.6	4	0.7	-1	3.2	1.7	-0.2	-1	-2	0.6	-0.6
CCn1c2ccccc2c2cc(N=C3SC(CC(=O)Nc4ccccc4OC)C(=O)N3CCOC)ccc21 (stereo not drawn)	-1.6	-4	-1.1	-5	1.1	0.4	0.3	-1	-4	-0.5	0.4
CCn1c(SCC(=O)N/N=C/c2ccncc2)nc2ccccc21	-1.3	-1	0.7	-3	0.0	-2.2	-1.4	-1	0	-0.2	0.6
CCC(=O)NCCCNc1nc2c(C)cccc2cc1C#N	-1.4	-1	-0.7	-412	1.4	-2.1	-2.5	0	-126	-0.4	0.3
Cc1ccc(C)c(N2CCN(S(=O)(=O)c3ccc4[nH]c(=O)ccc4c3)CC2)c1	-0.9	-1	-1.1	-7	1.2	-0.4	0.4	-4	-2	0.0	0.5
Cc1nonc1CC(=O)N1CCc2c([nH]c3ccccc23)C1c1ccccc1F (stereo not drawn)	-0.4	-11	0.9	-2	1.5	-0.3	4.9	-1	1	-0.1	-0.7
O=C(Nc1sc2c(c1C(=O)NCc1cccnc1)CCCC2)c1ccco1	-1.7	14	-1.3	-7	-1.7	-2.6	-1.1	2	-1	-1.4	-0.7
COc1cccc(C(=O)OCCNC(=O)c2cccnc2)c1	-1.4	0	-0.1	1	-2.7	0.1	-3.5	0	-1	-0.1	1.6
COc1ccccc1C(CC(N)=O)c1ccco1 (stereo not drawn)	-1.7	4	-0.2	-11	-1.4	0.8	-2.0	-3	-4	0.2	0.3
O=C(OCC(=O)N1CCCCC1)c1cccs1	0.2	2	2.9	-1	8.5	-0.9	0.8	0	-6	1.9	1.9
Nc1nonc1C(=O)NCCNCc1cc(Br)ccc1OCc1ccc(F)cc1	-2.0	-23	-7.5	13	-1.0	3.5	-2.6	-5	-2	-2.6	-1.1
O=c1c2[nH]c3cccc(Cl)c3c2ncn1Cc1ccco1	-1.6	25	0.7	-3	-0.2	-1.4	-0.6	3	-2	0.5	-0.2

# Entries of single compounds from above. Values in the order: ssDAF12 agonist | NPR1 activator | FXN GAA850 act | ADAM10 inh | hgDAF12 agonist | PG9 binder | hcDAF-12 act | SMARCA2 act | ADAM17 inh | DAX1 inh-2 | DAX1 inh-1
# `Cc1cc(C)n(-c2nc3ccccc3c(=O)n2OCC(=O)N(C)C)n1` reads -0.6 | 2 | 1.3 | -1 | -0.1 | 0.7 | -0.3 | 0 | -4 | -0.1 | 0.2
# `Cc1nonc1CC(=O)N1CCc2c([nH]c3ccccc23)C1c1ccccc1F` (stereo not drawn) reads -0.4 | -11 | 0.9 | -2 | 1.5 | -0.3 | 4.9 | -1 | 1 | -0.1 | -0.7

# The list goes on:
SMILES	ssDAF12 agonist	NPR1 activator	FXN GAA850 act	ADAM10 inh	hgDAF12 agonist	PG9 binder	hcDAF-12 act	SMARCA2 act	ADAM17 inh	DAX1 inh-2	DAX1 inh-1
COc1ccc(/C=C/C(=O)NCc2ccc3c(c2)OCO3)cc1OC	-1.1	1	2.0	-45	-0.4	-1.2	0.1	-4	-18	-0.1	-0.2
CCNc1nc(Oc2ccc(C(=O)OC)cc2)nc(SC)n1	-1.2	-1	2.9	8	2.5	-0.5	-0.9	-2	3	0.7	-0.2
COC(=O)C1=C(C)N(Cc2ccc(Br)cc2)C(=S)NC1c1cccc(Br)c1 (stereo not drawn)	-1.7	16	.	3	-1.1	0.2	-1.1	-5	1	-2.0	.
CCOC(=O)c1c(C)[nH]c(C)c1C(=O)COC(=O)c1cc2ccccc2cc1O	-1.8	-3	2.3	15	-3.2	0.3	-1.3	-3	8	0.1	-1.4
CCCN1CCC(C)(C(=O)Nc2cccc(OC(C)C)c2)C1 (stereo not drawn)	-1.0	-2	-0.8	-1	-2.8	0.6	-1.9	3	1	1.6	.
Cc1ccc(SCCC(=O)Nc2cccc(N(C)S(C)(=O)=O)c2)cc1	-1.4	1	-0.5	1	-1.4	-1.3	-1.2	-3	-2	-1.0	-0.9
Cc1ccc(C)c(NC(=S)Nc2ncccc2C)c1	0.2	3	5.0	4	12*	-0.7	1.6	4	0	1.9	1.0
CC(NC(=O)CN(c1ccc(Br)cc1)S(C)(=O)=O)c1ccccc1 (stereo not drawn)	-0.7	-5	0.7	10	-1.0	-1.0	-1.3	2	0	0.2	2.1
Cc1ccc(C(C(=O)NCc2ccco2)N(Cc2ccco2)C(=O)CNC(=O)c2ccco2)cc1 (stereo not drawn)	-1.6	1	-0.7	-9	-3.2	1.6	-1.9	-3	-4	-0.7	-0.7
CCCSc1nc(N)cc(=O)[nH]1	-1.0	4	2.6	3	2.2	-1.7	-2.0	-3	-3	0.9	-1.2
C#CCNC(=O)c1cc(-c2ccccc2)sc1N	-0.4	3	.	-56	5.7	-1.9	-0.1	0	-16	0.3	.
Cc1ccc(OCC(=O)NCCCNC(=O)c2ccco2)cc1	-1.2	5	-0.4	-12	1.4	-0.3	-3.0	0	-8	0.1	0.4
O=C1OCCC1Sc1nnc(-c2ccc(F)cc2)n1Cc1ccccc1 (stereo not drawn)	-0.2	8	1.1	6	0.2	-1.2	-1.8	-1	-3	0.2	0.3
Cc1nc2sccn2c(=O)c1S(=O)(=O)NCCc1ccccc1	-1.0	7	1.9	-66	2.1	-0.2	0.1	1	-19	1.1	0.1
O=C(NCC1CCCO1)/C(=C/c1ccccc1F)NC(=O)c1ccccc1 (stereo not drawn)	-1.0	-3	1.8	-3	-2.4	-2.3	1.2	-1	-2	0.2	0.7
COc1ccc(C(=O)CSc2nccn2C)c(OC)c1	-0.3	1	3.7	4	11*	-0.1	2.7	7	0	6.9*	1.1
CCOc1ccc(-n2ccnc2SCC(=O)Nc2nnc(CC)s2)cc1	-1.3	0	0.3	2	0.1	-2.1	-1.1	-2	3	-1.0	-0.5
Cc1ccccc1CC(=O)Nc1sc(C(C)C)cc1C(=O)N1CCOCC1	-1.3	-1	-1.5	-1	-0.4	1.0	-1.1	1	1	-2.3	0.0
O=C(NCCc1c[nH]c2ccccc12)c1ccc(Br)o1	-0.5	-7	0.7	-4	2.0	1.4	0.2	1	-11	0.6	1.8
N=c1c(C(=O)NC2CCCCC2)cc2c(=O)n3ccccc3nc2n1Cc1ccc(F)cc1	-0.5	20	-0.5	-424	4.0	-0.3	0.8	-3	-118	0.1	0.2
O=C(c1cccc2c1-c1ccccc1C2)N1CCCCC1	-1.6	3	1.6	0	-0.9	-0.7	-0.8	-4	-1	0.5	-0.5
COC(=O)c1cc(Oc2ccc(S(=O)(=O)N3CCOCC3)cc2[N+](=O)[O-])cc(C(=O)OC)c1	-1.0	0	0.1	-13	-2.2	1.4	-2.0	-1	-2	1.8	-0.7
CCOC(=O)CNC(=O)CSc1nnc(-c2ccncc2)n1-c1ccc(Cl)cc1	-1.5	-1	-0.5	3	-0.8	1.3	-0.7	-1	-1	-0.4	0.2
CCOc1ccc(OCCC(=O)N(CCCOC)c2c(N)n(Cc3ccccc3)c(=O)[nH]c2=O)cc1	-0.8	1	-1.6	-5	1.5	1.4	-1.0	-2	-6	-0.6	-1.9
CCN(CC)S(=O)(=O)c1ccc(Oc2ccccc2)c(N)c1	-0.8	-1	1.3	-6	-0.6	-0.5	-0.4	-2	-1	-1.1	-1.5
O=C(NCC1CCCO1)c1ccc(C(=O)NCC2CCCO2)cc1 (stereo not drawn)	-0.9	-1	-3.3	1	2.8	-0.1	0.1	0	-3	0.3	0.1
O=C1C2C(C(=O)N1/N=C/c1ccco1)C1C=CC2C12CC2 (stereo not drawn)	-1.5	0	0.0	1	-1.7	0.7	-0.8	-1	3	0.8	0.8
Cn1ccc2c(-c3cccc(C=O)c3)cc3c(c21)C1CCC3C1 (stereo not drawn)	-0.8	-3	.	-16	-0.6	-0.2	-1.1	-3	-7	-1.1	.
O=C(COc1ccc(Br)cc1)N1CCOCC1	-1.5	6	0.9	-3	0.6	-1.5	0.8	1	-2	0.4	0.6
